High-throughput results deposited in PubChem by Southern Research Specialized Biocontainment Screening Center.
influenza NS1A: H1N1 influenza NS1A inhibitors, functional cell based assay (AID 504329); actives 0.3% (n = 340,000); inhibition, % at 12.5 µM, or IC50 in µM where a hit was titrated; NS1A functional cell-based assay, percent inhibition; higher % means a stronger effect; in the data active = a potency from the dose series; inconclusive = inhibition above about 27% without an active follow-up result; also: strong numbers were not always called active
H37Rv inhibition: M. tuberculosis growth inhibition, HTS (AID 449762) | M. tuberculosis H37Rv growth inhibition, 7H9 media; higher % means a stronger effect | inhibition, % at 25 µM, or IC50 in µM where a hit was titrated | actives 0.59% (n = 330,000); in the data active = a potency from the dose series; inconclusive = inhibition above about 70% without an active follow-up result;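 also: bacterial growth assessed after seven days of incubation; strong numbers were not always called active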
Salmonella PhoP GFP: PhoP regulon inhibitors, Salmonella typhi PhoP promoter GFP reporter, confirmatory (AID 1850). inhibition, % at 50 µM; hits with a dose series show IC50 in µM. actives 0.33% (n = 310,000). Salmonella Typhi PhoP-promoter GFP reporter, fluorescence, 4 h; higher % means a stronger effect; in the data active = a potency from the dose series; inconclusive = inhibition mostly from about 25% at the one dose, without a potency; inactive = the rest, 99 in 100 with inhibition below about 19%;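 also: 0% = induced wells with vehicle and 100% = uninduced wells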
M. tuberculosis: growth inhibition of non-replicating M. tuberculosis (AID 488890). Mycobacterium tuberculosis non-replicating, growth inhibition; higher % means a stronger effect. actives 0.39% (n = 320,000). one-dose inhibition, % at 25 µM; IC50 in µM for titrated hits; in the data active = a potency from the dose series; inconclusive = inhibition mostly from about 82% at the one dose, without a potency; inactive = the rest, 99 in 100 with inhibition below about 76%;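 also: plate controls were DMSO cells for no effect and high antibiotic wells for full effect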
VEEV TC-83 Vero: inhibitors of VEEV TC-83 cytopathic effect, confirmation, Vero cells (AID 588727) | Vero cells, VEEV TC-83 cytopathic effect inhibition; higher % means a stronger effect | one-dose inhibition, % at 20 µM; IC50 in µM for titrated hits | actives 0.13% (n = 350,000); in the data active = a potency from the dose series; inconclusive = inhibition mostly from about 14% at the one dose, without a potency; inactive = the rest, 99 in 100 with inhibition below about 12%; also: strong numbers were not always called active
VEEV TC-83 Vero 10K pilot screen: also measured in VEEV TC-83 Vero; calls as there; inhibition, %; measured here: 10K pilot screen inhibition
The depositor's hits bear a star; i = inactive; ? = inconclusive; nt = no result given.

SMILES	influenza NS1A	H37Rv inhibition	Salmonella PhoP GFP	M. tuberculosis	VEEV TC-83 Vero	others
COc1ccc(NC(=O)CSc2nnc(Cc3cccn3C)n2CCc2ccccc2)c(OC)c1	9.9%	-0.9%	-11.5%	22.4%	3.1%
COC(=O)CSc1ccc(C#N)c(SCC(=O)OC)c1	-2.7%	?	-12.5%	?	2.5%
O=C(c1ccccc1)c1n[nH]c(-c2ccccc2)cc1=O	-2.2%	-0.7%	-9.4%	1.5%	6.2%	VEEV TC-83 Vero 10K pilot screen=1.7
CC1CC(C)CN(C(=O)COC(=O)c2ccc(S(=O)(=O)N(C)c3ccccc3)cc2)C1 (stereo not drawn)	2.9%	?	nt	68.5%	1.1%
O=C(NCc1ccco1)C1CCN(C(=O)c2ccc([N+](=O)[O-])cc2)CC1	24.1%	11.2%	-1.4%	3.7%	1.9%
CCN(CC)CCN1C(=O)C(O)=C(C(=O)c2cc3cccc(OC)c3o2)C1c1ccc(F)cc1 (stereo not drawn)	-6.1%	-3.9%	-9.9%	0.3%	0.1%
Cc1ccccc1-n1nc2c(c1NC(=O)c1c(-c3ccccc3Cl)noc1C)CSC2	3.8%	4.1%	-6.2%	29.0%	5.1%
Cc1cc(-c2nn(C)c(=O)c3ccccc23)ccc1CNC(=O)NC1CCCCC1	-10.1%	8.1%	-6.2%	-1.0%	7.6%
CC1=NOC2(C1)N(C)c1ccccc1C2(C)C (stereo not drawn)	6.4%	-5.9%	-3.1%	-6.5%	0.1%
COc1nc(N)nc(NC(=O)c2cccs2)c1N=O	-20.9%	-3.3%	3.0%	63.8%	0.1%
O=C(NCc1ccccn1)c1ccc(Cn2cc(Br)cn2)o1	1.5%	7.1%	-10.3%	-5.6%	0.4%
COc1ccc(-c2oc3ccc(-c4ccc5c(c4)OCO5)cc3c2-c2ccc(OC)nc2)cc1	2.8%	9.5%	-6.7%	4.9%	2.5%
CC(=O)c1ccc(S(=O)(=O)N2CCN(c3nc(-c4cccnc4)nc4ccccc34)CC2)cc1	-0.3%	3.6%	nt	69.8%	8.0%
CCCCC(=O)N(CCC)CCC	-21.2%	0.1%	10.3%	-15.1%	0.3%
COc1ccc(N2CC(C(=O)N[C@@H](C)C(=O)NC(C)c3ccccc3)CC2=O)cc1 (stereo partly drawn)	13.1%	-2.1%	-4.2%	-2.0%	1.6%
CCOC(=O)c1[nH]c(CSc2nnc(-c3ccncc3)n2CCOC)c(C(=O)OCC)c1C	-87.8%	-3.0%	17.8%	-6.2%	3.0%
CCS(=O)c1scc(-c2ccc(Cl)cc2)c1C#N (stereo not drawn)	-4.3%	-8.5%	3.3%	-13.8%	?
C=CCN(c1ccccc1OC)S(=O)(=O)c1cccc(C(=O)NCC(c2ccc(OC)cc2)N2CCCC2)c1 (stereo not drawn)	-5.6%	nt	nt	nt	6.5%
N/C(Cn1cncn1)=N\NC(=O)C(=O)Nc1ccccc1	2.7%	24.2%	0.7%	nt	1.1%
CCOC(=O)CCCCCCCCC(=O)Nc1ccc(-n2[nH]c(=O)cc2C)cc1	7.9%	nt	nt	nt	3.7%
O=C(NCc1ccccc1F)C1CCCN(S(=O)(=O)c2ccc(-n3cnnn3)cc2)C1 (stereo not drawn)	6.8%	9.0%	-14.9%	-8.4%	i
COc1ccc2c(c1)C(=O)/C(=C/C=C/c1ccccc1)CC2	1.0%	6.2%	2.8%	33.4%	2.8%
COc1ccc(C(CNC(=O)c2ccc(S(=O)(=O)N(C)C)cc2)N2CCCC2)cc1 (stereo not drawn)	-4.3%	-0.3%	5.8%	22.8%	0.7%
COCCn1c(SCC(=O)Nc2cccc(F)c2)nc2c([nH]c3ccccc32)c1=O	-10.1%	-26.2%	-10.7%	-9.5%	i
COC(=O)C(N)Cc1ccc(O)cc1 (stereo not drawn)	4.2%	-5.5%	-6.1%	3.3%	0.4%
N#Cc1cnc2sc3ccccc3n2c1=N	-4.7%	-3.5%	3.2%	50.8%	i
Cc1cccc(CS(=O)(=O)Cc2ccc(C(=O)NCC3CCCO3)o2)c1 (stereo not drawn)	19.6%	23.1%	4.6%	-1.8%	i
CS(=O)(=O)N(CC(=O)NCCSCc1cccc(Cl)c1)c1ccccc1F	-6.6%	-1.0%	-1.7%	24.5%	0.6%
O=C(NCC(=O)N(c1ccccc1F)C(C(=O)NC1CCCC1)c1ccco1)c1ccco1 (stereo not drawn)	-21.5%	-5.3%	-7.3%	-5.6%	6.5%
CCSc1ncc(CO)c(N)n1	-10.5%	-1.1%	-0.1%	-9.2%	i
Cc1ccc(OCC2Cn3c(nc4c3c(=O)[nH]c(=O)n4C)O2)cc1C (stereo not drawn)	2.1%	-3.4%	0.1%	-4.4%	1.1%
O=C(C[n+]1ccc(/C=N/O)cc1)N1CCCCC1	0.9%	-0.7%	1.4%	-5.5%	2.1%
CCOc1ccc(C(CC(=O)O)NC(=O)CCCOc2ccc(Cl)cc2C)cc1 (stereo not drawn)	2.1%	-7.0%	2.6%	-1.3%	1.0%
Cc1cccc(N2C(=O)/C(=C\c3ccc(OC(F)F)cc3)c3ccccc3C2=O)c1	10.3%	-2.9%	4.0%	17.7%	1.1%
CCN(CC)CCOc1ccccc1C(C)=O	-6.9%	-4.4%	-1.8%	-10.2%	i
O=C1NC(=O)C(CCc2ccncc2)(Cc2cccc(Cl)c2Cl)C(=O)N1c1ccc(Br)cc1 (stereo not drawn)	-5.4%	52.6%	-2.3%	45.7%	6.7%
O=S(=O)(c1ccc(-c2nnc(SCc3nnc(-c4ccccc4)o3)o2)cc1)N1CCCC1	-8.6%	5.8%	-8.4%	6.3%	2.3%
O=C(CSc1nnc(-c2ccccc2)n1-c1ccc(Cl)cc1)NNC(=S)Nc1ccccc1	4.8%	7.9%	-0.7%	-33.0%	1.3%
CCCCC(CC)C(=O)Nc1cc(C(=O)NCc2ccc(C)cc2)ccc1N1CCC2(CC1)CC(c1ccccc1)=NO2 (stereo not drawn)	-4.1%	-4.8%	-6.9%	1.1%	0.0%	VEEV TC-83 Vero 10K pilot screen=2.2
O=C(NCCCn1ccnc1)Nc1ccc(Cl)cc1Cl	11.5%	-4.0%	-0.5%	74.2%	i
CCOc1ccc2nc(NC(=O)Nc3cccs3)sc2c1	4.5%	-2.9%	8.2%	nt	8.7%
O=C(Oc1nsnc1N1CCOCC1)N1CCCC1	-1.6%	-9.9%	-0.3%	4.5%	i
CC(C)(C)S(=O)(=O)/C(C#N)=N/Nc1ccc(C#N)cc1	4.3%	25.6%	6.6%	42.4%	0.8%
COc1ccc(OC)c(NC(=O)C2CCC(CNc3c(N4CCOCC4)c(=O)c3=O)CC2)c1 (stereo not drawn)	-5.6%	-5.8%	9.7%	-0.9%	i
O=C(NCc1ccco1)c1cnn2c1NC(c1ccccc1)CC2C(F)(F)F (stereo not drawn)	-0.8%	-2.1%	-7.8%	5.9%	i
CCC1COCCS(=O)(=O)N1Cc1ccccc1C (stereo not drawn)	-17.4%	-4.8%	-5.0%	20.3%	0.8%
O=C(CSc1nnc(-c2cccs2)n1CC1CCCO1)c1cc2ccccc2o1 (stereo not drawn)	-1.6%	-13.7%	5.3%	29.6%	0.7%
CCOCC(=O)Nc1ccc2c(c1)N(S(=O)(=O)c1cccs1)CCC2	4.1%	13.0%	3.9%	-0.4%	0.7%
Cc1ccc2oc(=O)c3cc(C(=O)NCc4ccco4)sc3c2c1	-2.3%	-0.6%	-7.7%	-23.0%	0.8%
CC(O)CN(CCC(N)=O)CCC(N)=O (stereo not drawn)	7.7%	1.3%	3.9%	-3.4%	0.8%
O=C(Nc1cccc(Cl)c1N1CCCC1)c1ccc(Br)o1	-1.6%	3.4%	7.2%	16.7%	i
Cc1cccc[n+]1CC(=O)c1ccc(Cl)cc1	-0.2%	-8.5%	-1.0%	-6.6%	0.4%
COc1ccc(CNC(=O)c2ccc(Br)s2)cc1OC	4.5%	-7.8%	-7.6%	27.3%	6.3%
O=C(NCc1ccco1)c1cccc(N2CCCC2=O)c1	-8.3%	-12.0%	-1.9%	0.5%	4.0%	VEEV TC-83 Vero 10K pilot screen=0.5
CCOC(=O)N1CCC(NC(=O)CCc2ccccc2)CC1	-25.5%	-5.6%	-6.1%	14.3%	0.3%
O=C(CSc1nnc(Cc2ccc(Cl)cc2)o1)Nc1ccccc1	-7.9%	-1.3%	15.0%	?	2.0%
O=C(NCc1cccnc1)C1CCCN(Cc2cnn(-c3ccccc3)c2-n2cccc2)C1 (stereo not drawn)	5.7%	-5.4%	10.3%	16.4%	i
O=c1[nH]c2ccc(NC(=S)Nc3ccc(Cl)cc3Cl)cc2[nH]1	15.3%	2.7%	9.1%	35.5%	2.5%
O=C(COC(=O)c1ccc([N+](=O)[O-])s1)NNC(=O)c1ccccc1	-7.6%	3.0%	nt	?	i
COc1ccc(CCNC(=O)CN2CCN(c3cccc(Cl)c3)CC2)cc1OC	-3.2%	-5.5%	1.2%	25.7%	4.0%
Continued:
SMILES	influenza NS1A	H37Rv inhibition	Salmonella PhoP GFP	M. tuberculosis	VEEV TC-83 Vero	others
N#Cc1c(N)nc(SCc2ccncc2)c(C#N)c1-c1cccs1	-0.1%	-8.3%	-6.6%	19.9%	0.8%
Cc1ccc(-c2nc3c(Cl)cc(Cl)cc3c(=O)n2O)cc1	-2.5%	15.3%	-17.4%	?	4.0%
COC(=O)C1=C(C)N(CCc2cc(OC)c(OC)c(OC)c2)C(=O)N[C@H]1c1cccs1	nt	-4.0%	-2.8%	7.3%	nt
CS(=O)(=O)c1nc2c(cc1C#N)CCCC2	-2.1%	-2.8%	-4.3%	4.0%	0.1%
COc1ccc(C(=O)N/N=C/c2ccc(N(C)c3ccccc3)cc2)cc1	nt	-8.0%	-11.0%	22.9%	9.8%
COc1ccccc1OCc1nnc(SCC(=O)Nc2nnc(C3CC3)s2)n1C	10.4%	4.8%	6.2%	1.1%	1.1%
O=C(O)CCC(=O)N1N=C(c2ccccc2)CC1c1ccc(Br)cc1 (stereo not drawn)	-3.2%	5.2%	-5.7%	47.1%	1.5%
CC(=O)c1cn(CCOc2ccccc2C)c2ccccc12	-9.4%	-0.3%	4.6%	5.2%	i
COc1ccc(CNC(=O)C2CSC(c3ccc(OC)cc3)N2C(C)=O)cc1 (stereo not drawn)	2.9%	-6.6%	-5.2%	1.9%	0.4%
O=C(NCc1ccccc1)NC1(C(=O)N2CCCC2)CCCCC1	-8.3%	-6.5%	12.7%	4.6%	4.2%
CCC1S/C(=C(\C#N)C(=O)NCc2ccco2)N(c2ccc(F)cc2)C1=O (stereo not drawn)	-0.3%	1.4%	3.5%	-2.4%	3.6%
CCOC(=O)c1cc2sc(C)cc2n1CC(=O)Nc1cccc(C)c1C	6.2%	5.6%	0.6%	-4.1%	0.5%

In the list so far, five contain bromine:
SMILES	influenza NS1A	H37Rv inhibition	Salmonella PhoP GFP	M. tuberculosis	VEEV TC-83 Vero	others
O=C(NCc1ccccn1)c1ccc(Cn2cc(Br)cn2)o1	1.5%	7.1%	-10.3%	-5.6%	0.4%
O=C1NC(=O)C(CCc2ccncc2)(Cc2cccc(Cl)c2Cl)C(=O)N1c1ccc(Br)cc1 (stereo not drawn)	-5.4%	52.6%	-2.3%	45.7%	6.7%
O=C(Nc1cccc(Cl)c1N1CCCC1)c1ccc(Br)o1	-1.6%	3.4%	7.2%	16.7%	i
COc1ccc(CNC(=O)c2ccc(Br)s2)cc1OC	4.5%	-7.8%	-7.6%	27.3%	6.3%
O=C(O)CCC(=O)N1N=C(c2ccccc2)CC1c1ccc(Br)cc1 (stereo not drawn)	-3.2%	5.2%	-5.7%	47.1%	1.5%

Other compounds.
SMILES	influenza NS1A	H37Rv inhibition	Salmonella PhoP GFP	M. tuberculosis	VEEV TC-83 Vero	others
O=C(CN1CCN(Cc2ccc(Cl)cc2)C1=O)NCCN1CCCC1	5.5%	-4.0%	-9.4%	nt	0.6%
O=C(Nc1nc2cc3c(cc2s1)OCO3)c1ccc(N2C(=O)CCC2=O)cc1	-5.4%	1.8%	-12.4%	8.8%	0.2%
COc1ccc2c(c1OC)C(=O)OC2CC(=O)c1ccc2c(c1)OCO2 (stereo not drawn)	-8.5%	-12.4%	-10.8%	-5.2%	0.5%
N#Cc1cccc2c1-c1ccccc1/C2=N/NC(N)=O	-4.9%	93.9µM*	-7.8%	52.6%	7.5%
Cc1ccc(NC(=O)CN2CCCC2)c2c1CC(C)(C)O2	-15.7%	-0.2%	-1.7%	1.3%	0.4%	VEEV TC-83 Vero 10K pilot screen=0.9
CCOC(=O)C[N+](CC)(CC)CC#Cc1ccccc1	1.5%	-5.0%	6.8%	-21.2%	0.9%
